Screens from PubChem BioAssay.
PMI inhibition: human PMI inhibitors, high substrate, primary screen, biochemical, fluorescence intensity, high mannose 6-phosphate (AID 1220). recombinant PMI enzyme, coupled fluorescence intensity; higher % means a stronger effect. 190,000 compounds, 0.66% hits. one-dose inhibition, % at 20 µM; IC50 in µM for titrated hits
UTI89 phage lysis: protection from phage-mediated lysis, alamar blue read-out – E. coli UTI89, K1F phage, bacterial capsule biogenesis inhibitors (AID 488966) | one-dose inhibition, % at 100 µM; IC50 in µM for titrated hits | 340,000 compounds, 0.02% hits | E. coli UTI89 K1F phage lysis, alamar blue, 2 h; higher % means a stronger effect;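 active = phage lysis inhibition, versus mean bacterial control, above a set limit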;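 also: capsule biogenesis inhibitors block K1F phage lysis so surviving cells raise fluorescence; higher fluorescence means more inhibition of phage lysis; actives were called in the ten point dose series up to 300 µM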
CSM14.1 death rescue: rescue of cells from ER stress-induced death, primary screen, 384-well, CSM14.1, thapsigargin, ATP luminescence (AID 1222); CSM14.1 thapsigargin-induced death rescue, ATP luminescence; higher % means a stronger effect; one-dose cellular ATP content (survival), % at 20 µM; EC50 in µM for titrated hits; 190,000 tested, under 10 active;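 active = EC50 below 50 µM in the dose-response confirmation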;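 also: death triggered by thapsigargin at about 15 µM added after 2 h compound pretreatment; cell ATP read after overnight thapsigargin exposure of roughly 18 to 22 hours; normalized against plate controls of thapsigargin alone and 5% DMSO vehicle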
WT yeast gro inh: growth inhibition of WT yeast, mitochondrial fusion screen. 190,000 compounds, 2.1% hits. inhibition, % at 10 µM. AID 1362. mitochondrial fusion phenotypic screen, WT strain; in the data active = inhibition above about 58%; tested in S. cerevisiae
P. falciparum M1AAP: P. falciparum M1AAP inhibitors, biochemical, fluorogenic H-Leu-NHMec substrate, 1536-well (AID 1445). recombinant M1AAP, H-Leu-NHMec fluorogenic kinetic assay; higher % means a stronger effect. one-dose inhibition, % at 30 µM; IC50 in µM for titrated hits. 220,000 compounds, 0.42% hits;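 active = primary inhibition above the hit cutoff, then over 50% inhibition at one or more dose response concentrations, cut at about 23% in these data, passing the limit was not always enough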;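 also: plate controls were DMSO full reaction for no effect and no enzyme background for full effect; strong numbers were not always called active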
Lipid droplet: hepatic lipid droplet formation modulation; AML12 mouse hepatocytes, oleate lipid droplets, BODIPY imaging; inhibition, % at 6.5 µM; 240,000 compounds, 0.4% hits;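 active = lipid droplet intensity inhibited by at least 50%, with more than 500 cells counted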
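System: AML12 hepatocytes (mouse). Probe or stimulus: oleic acid at 100 µM to induce lipid droplet formation. Times: overnight treatment with compound plus oleate. Detection: Image-based BODIPY and DAPI two-channel analysis. Evaluation: percent inhibition of filter-corrected integrated lipid droplet intensity per well.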
Myeloid diff MLP: compounds promoting myeloid differentiation; ER-HoxA9 myeloid progenitors, lysozyme-GFP differentiation, flow cytometry; calls only at 10 µM; 360,000 compounds, 1% hits;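 active = normalized GFP-positive differentiation at or above the plate's own cutoff, the solvent-only control mean plus 3 SD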;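 also: cells exposed to compound for four days before flow analysis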
human PMI inhibition: inhibitors of human PMI, primary screen, biochemical, fluorescence intensity, coupled assay (AID 1209). purified PMI enzyme, coupled fluorescence intensity; higher % means a stronger effect. inhibition, % at 20 µM; hits with a dose series show IC50 in µM. 190,000 compounds, 0.42% hits;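 also: plate controls were DMSO vehicle for no effect and wells lacking substrate for full effect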
TNAP activation fold: human TNAP enzyme activators, primary screen, biochemical, luminescent, no phosphate acceptor, uHTS (AID 1001); purified TNAP, luminescent activation assay, no phosphate acceptor; higher activation fold means a stronger effect; 200,000 compounds, 0.03% hits; one-dose activation fold at 20 µM; EC50 in µM for titrated hits; in the data active = activation fold from about 3, or a potency from the dose series; inactive = the rest, 99 in 100 with activation fold below about 1.6; also: many of its hits are not listed in these tables
WT yeast gro inh mutant strain: also measured in WT yeast gro inh; calls as there; inhibition, %; mitochondrial fusion phenotypic screen, mutant strain inhibition
Lipid droplet cells 6.5 µM: second read-out of Lipid droplet, no call of its own (marks repeat the call); cell count; measured here: cell count, cytotoxicity flag;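 cells counted across two imaged fields per well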
Myeloid diff MLP GFP+ MAC1+ %: also measured in Myeloid diff MLP; calls as there; GFP+ MAC1+ double positive, %; measured here: differentiation confirmed by MAC1 staining
An asterisk follows results filed as active; i = inactive; nt = not tested or not shown; & = joins results of further samples. Rule as the data show it, unless noted: active = inhibition above about 50%; inactive = the rest.

Start of the data: the first 3 records (preview)
[1] Cc1ccc(-c2nnc3c4ccccc4c(C)nn23)cc1NC(=O)CN1CCOCC1
[2] Cc1[nH]n(C)c(=O)c1N=Nc1ccc(S(C)(=O)=O)cc1
[3] COc1ccc(CNc2nc(NCc3ccc(OC)cc3)n(S(C)(=O)=O)n2)cc1

| Assay by compound | 1 | 2 | 3 |
| --- | --- | --- | --- |
| P. falciparum M1AAP | 0.1% | 7.3% | -2.9% |
| PMI inhibition | -0.8% | nt | -2.9% |
| Lipid droplet cells 6.5 µM | nt | 701 | 770 |
| WT yeast gro inh mutant strain | 13.0 | nt | 5.8 |
| WT yeast gro inh | -2.8 | nt | 16.9 |
| UTI89 phage lysis | nt | 0.3% | -0.2% |
| Myeloid diff MLP GFP+ MAC1+ % | nt | 0.7 | 0.5 |
| TNAP activation fold | 1.1 | nt | 1.1 |
| CSM14.1 death rescue | 1.6% | nt | -1.3% |
| human PMI inhibition | -2.7% | nt | 5.8% |
| Lipid droplet | nt | 9.1 | -1.1 |
| Myeloid diff MLP | nt | i | i |

Main list, from the start:
[1] Cc1ccc(-c2nnc3c4ccccc4c(C)nn23)cc1NC(=O)CN1CCOCC1
[2] Cc1[nH]n(C)c(=O)c1N=Nc1ccc(S(C)(=O)=O)cc1
[3] COc1ccc(CNc2nc(NCc3ccc(OC)cc3)n(S(C)(=O)=O)n2)cc1
[4] COCC(=O)Nc1c(C(=O)Nc2ccccc2OC)oc2ccccc12
[5] COC(=O)Cc1c(O)ccn(Cc2ccc(Cl)c(Cl)c2)c1=O
[6] CCCCCC(=O)Nc1ccc2oc(-c3ccncc3)nc2c1

| Assay by compound | 1 | 2 | 3 | 4 | 5 | 6 |
| --- | --- | --- | --- | --- | --- | --- |
| P. falciparum M1AAP | 0.1% | 7.3% | -2.9% | 0.2% | 2.2% | 6.5% |
| PMI inhibition | -0.8% | nt | -2.9% | 2.3% | 4.8% | 4.3% |
| Lipid droplet cells 6.5 µM | nt | 701 | 770 | 713 | 680 | nt |
| WT yeast gro inh mutant strain | 13.0 | nt | 5.8 | -4.2 | -57.6 | 0.0 |
| WT yeast gro inh | -2.8 | nt | 16.9 | 5.1 | -24.7 | -8.4 |
| UTI89 phage lysis | nt | 0.3% | -0.2% | 5.6% | -0.3% | 0.3% |
| Myeloid diff MLP GFP+ MAC1+ % | nt | 0.7 | 0.5 | 0.5 | 0.3 | 0.7 |
| TNAP activation fold | 1.1 | nt | 1.1 | 1 | 1.1 | 1.1 |
| CSM14.1 death rescue | 1.6% | nt | -1.3% | 0.0% | 0.4% | 1.7% |
| human PMI inhibition | -2.7% | nt | 5.8% | -0.2% | 2.3% | 3.9% |
| Lipid droplet | nt | 9.1 | -1.1 | 15.5 | 7.1 | nt |
| Myeloid diff MLP | nt | i | i | i | i | i |

The list goes on; it opens with the 2 that closed the last part.
[5] COC(=O)Cc1c(O)ccn(Cc2ccc(Cl)c(Cl)c2)c1=O
[6] CCCCCC(=O)Nc1ccc2oc(-c3ccncc3)nc2c1
[7] O=C1Cc2cc(CCN3CCN(c4nsc5ccccc45)CC3)c(Cl)cc2N1
[8] Cc1ccc(C(=O)NC(C)C(c2cccs2)N2CCCC2)s1 (stereo unspecified)
[9] CC1(C)C(=O)Nc2ccccc2N1C(=O)CSc1ncccn1
[10] Cc1c(Cl)cccc1S(=O)(=O)N1CCC(C(=O)NNC(=O)C2CC2)CC1
[11] COc1ccc(CNCCC(c2ccc(OC(C)C)cc2)C(C)C)cc1OC (stereo unspecified)
[12] N#Cc1ccc(N2Cc3ccccc3C2=NC(=O)c2cccnc2Cl)cc1

| Assay by compound | 5 | 6 | 7 | 8 | 9 | 10 | 11 | 12 |
| --- | --- | --- | --- | --- | --- | --- | --- | --- |
| P. falciparum M1AAP | 2.2% | 6.5% | -1.2% | -3.8% | 1.8% | 5.1% | -5.4% | -0.8% |
| PMI inhibition | 4.8% | 4.3% | -7.2% | 11.9% | -4.1% | -0.2% | 4.9% | -27.7% |
| Lipid droplet cells 6.5 µM | 680 | nt | 710 | 717 | 738 | 711 | nt | 648 |
| WT yeast gro inh mutant strain | -57.6 | 0.0 | 19.1 | -5.1 | -10.7 | -9.7 | 19.4 | 16.7 |
| WT yeast gro inh | -24.7 | -8.4 | 11.9 | 4.1 | 0.8 | -14.7 | 17.8 | 10.0 |
| UTI89 phage lysis | -0.3% | 0.3% | nt | 0.6% | -0.2% | 1.3% | 1.6% | 0.2% |
| Myeloid diff MLP GFP+ MAC1+ % | 0.3 | 0.7 | nt | 0.3 | 0.7 | 0.2 | 14.0 | 0.5 |
| TNAP activation fold | 1.1 | 1.1 | 1.1 | 1.1 | 1 | 1 | 1 | 1 |
| CSM14.1 death rescue | 0.4% | 1.7% | -0.9% | 0.7% | -0.8% | 3.0% | -1.0% | -4.1% |
| human PMI inhibition | 2.3% | 3.9% | -22.9% | 14.6% | -7.4% | 3.9% | 7.3% | -25.3% |
| Lipid droplet | 7.1 | nt | -2.1 | 1.5 | 25.7 | 0.6 | nt | 11.7 |
| Myeloid diff MLP | i | i | nt | i | i | i | i | i |

2 entries from above, with tabs:
No.	compound	P. falciparum M1AAP	PMI inhibition	Lipid droplet cells 6.5 µM	WT yeast gro inh mutant strain	WT yeast gro inh	UTI89 phage lysis	Myeloid diff MLP GFP+ MAC1+ %	TNAP activation fold	CSM14.1 death rescue	human PMI inhibition	Lipid droplet	Myeloid diff MLP
9	CC1(C)C(=O)Nc2ccccc2N1C(=O)CSc1ncccn1	1.8%	-4.1%	738	-10.7	0.8	-0.2%	0.7	1	-0.8%	-7.4%	25.7	i
10	Cc1c(Cl)cccc1S(=O)(=O)N1CCC(C(=O)NNC(=O)C2CC2)CC1	5.1%	-0.2%	711	-9.7	-14.7	1.3%	0.2	1	3.0%	3.9%	0.6	i

More records follow.
[13] C=CCc1cccc2cc(C(=O)Nc3ccc(NC(C)=O)cc3)c(=O)oc12
[14] CCn1nnnc1SCC(=O)N(C1CCCCC1)C1CCCCC1
[15] Cn1c(=N)n(CC(O)c2cccc3ccccc23)c2ccccc21 (stereo unspecified)
[16] CN1C(C(=O)Nc2ccccn2)=C(O)c2ccccc2S1(=O)=O
[17] O=C(CN1CCOCC1)N1CCN(S(=O)(=O)c2ccccc2)C1c1ccccc1 (stereo unspecified)
[18] Cc1onc(-c2ccccc2Cl)c1C(=O)NNC(=O)C1CCN(Cc2ccccc2)CC1

| Assay by compound | 13 | 14 | 15 | 16 | 17 | 18 |
| --- | --- | --- | --- | --- | --- | --- |
| P. falciparum M1AAP | 0.6% | 5.0% | 0.4% | 10.1%&-3.4% | 1.0% | -1.9% |
| PMI inhibition | nt | 6.9% | 1.6% | -4.7%&-9.9% | -3.6% | 11.4% |
| Lipid droplet cells 6.5 µM | 652 | nt | nt | 704&740 | 670 | 667 |
| WT yeast gro inh mutant strain | 11.6 | -13.1 | 17.3 | -2.2&-3.7 | 4.2 | -5.6 |
| WT yeast gro inh | -7.4 | -9.4 | 5.4 | -7.3&-3.2 | 5.9 | 11.3 |
| UTI89 phage lysis | 0.4% | 10.5% | 1.2% | 1.8% | 0.3% | 0.2% |
| Myeloid diff MLP GFP+ MAC1+ % | 0.6 | 1.0 | 1.4 | 2.1 | 0.3 | 0.7 |
| TNAP activation fold | 1.1 | 1.1 | 1 | 1.1&1.1 | 1.1 | 1.2 |
| CSM14.1 death rescue | 0.6% | 3.5% | 1.1% | -1.9%&-0.9% | -1.6% | 1.3% |
| human PMI inhibition | nt | 12.0% | -1.2% | -13.4%&-16.8% | 2.2% | 3.2% |
| Lipid droplet | 0.7 | nt | nt | -7.4&11.5 | 5.0 | 5.7 |
| Myeloid diff MLP | i | i | i | i | i | i |
